Assay outcomes as filed in PubChem BioAssay.
Yeast growth inh: yeast BB579 growth reduction in restrictive medium; S. cerevisiae BB579 growth, OD615, 48 h; AID 804; inhibition, % at 10 µM; 140,000 tested, 0.51% active;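 active = inhibition above a set limit, 3 SD over the mean compound inhibition, cut at about 44% in these data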; also: inactives centre near -24
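System: Saccharomyces cerevisiae DeaD strain BB579, replicative lifespan model yeast | Buffer or medium: Restrictive glucose-based CSMM-D medium | Times: 4 h preincubation and 48 h exposure at 30 °C | Detection: OD615 turbidity measurement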
Phagocyt inh: macrophage phagocytosis inhibition; J774A.1 macrophage IgG-bead phagocytosis, imaging; inhibition, % at 5 µM; 110,000 tested, 0.07% active; AID 1029;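 active = inhibition above the mean of the plate negative controls plus 5 SD, cut at about 13% in these data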;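 also: phagocytic index as fraction of beads internalized from green versus red external bead signal; plate controls were DMSO negative control for no effect and cytochalasin-D positive control for full effect; some results beyond the cut were filed as inactive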
MRP1 act: activators of MRP-1. H69AR cells + doxorubicin, viability rescue, CellTiter-Glo. viability increase, % at 10 µM. AID 799. 140,000 tested, 0.61% active;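 active = viability gain under doxorubicin at or above a set limit, the compound median plus 3 SD, cut at about 4.7% in these data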;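 also: MRP-1 overexpressing cells given doxorubicin 25 µM after compound pretreatment; 18-22 h compound pretreatment then 72 h with doxorubicin before readout; 0% = doxorubicin-only wells and 100% = vehicle-treated cells without doxorubicin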
E-sel TNF inh: TNF alpha driven E-selectin expression inhibition. HUVEC TNFa-induced E-selectin immunofluorescence, high content. inhibition, % at 2 µM. 120,000 tested, 0.71% active;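 active = inhibition above the batch mean plus 3 SD, and confirmed as a hit on visual image review, cut at about 43% in these data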;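 also: 0% = TNF-stimulated DMSO wells and 100% = unstimulated control wells; not every result past the cut was called active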
PTEN del growth: suppresses growth of cells with PTEN deletion; AID 827; HCT116 PTEN-null viability, CellTiter-Glo, 60 h; active compounds read low; 140,000 tested, 1.2% active; viability, % at 10 µM;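 active = viability at or below a set limit, 4 SD under the median of all tested compounds, cut at about 3.7% in these data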;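 also: PTEN knockout HCT116 line with beta catenin targeted HCT116 as companion control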
Measles CPE: protection of cells from measles virus | Measles virus-infected cells, CPE protection, absorbance | protection (pct of control), % at 4 µM | 140,000 tested, 1.5% active | AID 841; in the data active = protection mostly above about 24%, no sharp cut-off; inactive = mostly below about 26%; also: some compounds called inactive have numbers as strong as hits
GALR2 blocker: blocks the human galanin receptor 2; O43603; GALR2-expressing cells, antagonist mode; inhibition, % at 4 µM; 140,000 tested, 0.39% active; in the data active = inhibition above about 27%;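 also: cells stimulated with galanin 1-16 at roughly its EC80; 0% = agonist challenge control and 100% = basal control without agonist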
Target sequence (O43603 whole entry, looked up): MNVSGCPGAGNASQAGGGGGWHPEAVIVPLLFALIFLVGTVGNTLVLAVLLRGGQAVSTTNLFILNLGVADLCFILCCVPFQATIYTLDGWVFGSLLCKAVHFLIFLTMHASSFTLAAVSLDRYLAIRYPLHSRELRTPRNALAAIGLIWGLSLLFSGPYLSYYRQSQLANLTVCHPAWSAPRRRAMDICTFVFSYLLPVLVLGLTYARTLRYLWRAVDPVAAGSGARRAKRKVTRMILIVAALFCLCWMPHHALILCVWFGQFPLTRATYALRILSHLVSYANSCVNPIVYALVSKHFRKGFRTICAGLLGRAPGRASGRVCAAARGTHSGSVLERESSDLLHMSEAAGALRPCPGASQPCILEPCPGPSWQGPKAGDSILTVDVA
NPY-Y2 antag: antagonists of human neuropeptide Y receptor Y2 | 140,000 tested, 0.99% active | inhibition, % at 2.7 µM | P49146 | AID 793 | NPY-Y2 expressing cells, antagonist mode; in the data active = inhibition above about 17%;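 also: 0% = vehicle with agonist challenge and 100% = reference antagonist with challenge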
Target sequence (P49146 whole entry, looked up): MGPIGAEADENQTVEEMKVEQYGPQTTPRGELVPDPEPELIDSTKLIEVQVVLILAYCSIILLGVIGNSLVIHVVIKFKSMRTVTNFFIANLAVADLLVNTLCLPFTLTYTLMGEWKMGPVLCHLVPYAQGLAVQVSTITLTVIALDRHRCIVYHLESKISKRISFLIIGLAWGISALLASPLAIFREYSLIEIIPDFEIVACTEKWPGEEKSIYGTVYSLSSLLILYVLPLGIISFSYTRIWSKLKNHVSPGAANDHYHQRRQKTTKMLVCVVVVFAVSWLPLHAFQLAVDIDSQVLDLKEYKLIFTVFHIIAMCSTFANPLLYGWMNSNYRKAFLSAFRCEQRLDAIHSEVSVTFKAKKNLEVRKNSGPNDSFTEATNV
bCat KO growth: beta-catenin-lacking colon tumor cell growth suppression | viability, % at 10 µM | 140,000 tested, 1.5% active | HCT116 beta-catenin knockout viability, CellTiter-Glo, 60 h; active compounds read low;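 active = viability at or under a set limit, the compound median less 4 SD, cut at about 6% in these data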;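 also: 0% = Hyamine 1622 control at 20 µM and 100% = untreated cell control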
Yeast life ext: extends the lifespan of yeast; S. cerevisiae growth with nicotinamide, OD615; deaD strain in restrictive glucose medium; AID 775; 130,000 tested, 0.68% active; inhibition of the nicotinamide effect, % at 10 µM;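 active = inhibition above a set limit, placed 3 SD over the median of all compounds, cut at about 26% in these data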;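 also: 0% = nicotinamide-treated wells and 100% = cells grown without nicotinamide; some compounds called inactive have numbers as strong as hits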
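assay system = DeaD-strain S. cerevisiae | measured by = absorbance at 615 nm | probe or stimulus = nicotinamide 1.5 mM | buffer or medium = CSMM-D glucose medium, restrictive | times = 48 h at 30 °C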
* = called active by the depositor; . = no result given.

SMILES	Yeast growth inh	Phagocyt inh	MRP1 act	E-sel TNF inh	PTEN del growth	Measles CPE	GALR2 blocker	NPY-Y2 antag	bCat KO growth	Yeast life ext
O=C(NCCN1CCN(C(=O)c2cccs2)CC1)c1cccs1	-42.7	.	-0.6	-48.0	89.2	15.4	-1.8	0.9	80.7	-9.2
COc1ccc(CNc2ccc(C(=O)O)cc2)cc1	-11.8	-2.4	-2.2	5.9	103.6	3.1	-5.2	0.3	94.4	-6.3
CCC(C)Oc1nc(C)cc(C)c1S(=O)(=O)c1ccccc1C (configuration not stated)	-34.0	.	-0.8	22.6	79.0	23.3	5.5	10.5	70.9	-5.1
O=C(CSc1c[nH]c2ccccc12)NCc1ccc2c(c1)OCO2	-1.1	-0.5	-4.3	7.1	96.4	11.6	-4.6	2.3	96.9	-9.2
CCOC(=O)c1ccc(NC(=O)CN2CCN(CCN=CC3=C(O)CC(C)(C)CC3=O)CC2)cc1	-38.2	.	-1.9	-12.1	102.0	3.5	2.0	-0.1	94.3	-4.9
O=C(Nc1ccccc1)c1ccccc1Oc1ccc(C(F)(F)F)cc1[N+](=O)[O-]	-28.0	-4.3	-3.3	.	53.3	8.6	4.0	-1.0	58.1	-3.1
CCCS(=O)(=O)c1c(S(=O)(=O)CCC)c2cnccn2c1C(=O)c1ccc(F)cc1	-7.4	1.0	-3.6	-7.9	83.6	3.5	11.9	0.5	90.7	6.9
CNC(=S)NNC(=O)Cc1ccccc1	-6.7	-0.5	0.2	-29.9	88.2	11.9	8.1	-0.6	94.7	-13.9
Cc1nc(N)nc(OCC(F)(F)C(F)F)c1Br	16.0	.	-3.3	-5.9	81.0	19.3	-8.1	-0.2	96.7	-16.5
COc1nccnc1NS(=O)(=O)c1ccc(NC(=S)NC(=O)c2ccc(F)c(F)c2)cc1	-45.7	-2.3	-0.4	.	97.5	4.6	-10.0	0.2	92.4	9.7
COc1ccc(/C(C)=N\NS(=O)(=O)c2ccccc2)cc1OC	-29.3	-3.5	-3.3	.	101.0	9.6	-1.5	5.4	98.1	-0.1
Cc1nc2sc(C)c(C)c2c(=O)[nH]1	20.3	1.7	-0.2	-3.1	102.1	4.8	1.7	2.4	95.4	-8.9
O=C(CCCC(=O)N/N=C\c1ccccn1)N/N=C\c1ccccn1	-25.4	1.6	-1.1	2.6	92.5	4.3	-1.6	0.7	89.7	3.5
Cc1ccc(S(=O)(=O)/N=C2\SC(CC(=O)Nc3ccc(F)cc3)C(=O)N2c2ccccc2)cc1 (configuration not stated)	-32.2	.	0.8	.	95.8	13.8	-10.2	0.1	95.3	1.1
COc1ccc2c(c1)C(NC(=O)C(F)(F)F)CC2=O (configuration not stated)	-42.2	1.3	0.8	.	109.5	5.2	-2.4	0.0	102.5	-12.0
COc1ccc(CCNC(=O)CSc2cn(Cc3cccc(C)c3)c3ccccc23)cc1OC	-45.4	.	-0.3	-21.2	57.9	4.4	4.3	7.3	67.9	14.8
O=c1cc(-c2ccccc2)[nH]c2ccccc12	1.4	6.2	-4.2	.	13.2	12.8	8.2	7.5	8.9	-9.2
CCSc1ccccc1C(=O)N1CCN(Cc2ccc3c(c2)OCO3)CC1	0.3	-0.7	-0.6	9.8	95.8	4.0	3.6	2.8	92.6	-11.9
Cc1ccc(C)c(OCC(=O)Nc2c[nH]c(=O)[nH]c2=O)c1	2.3	-8.2	1.5	10.3	98.4	23.1	2.4	6.3	96.9	-4.5
COc1ccc2c(C)cc(SCc3c(C)noc3C)nc2c1	-21.0	2.9	-2.6	-17.1	69.4	0.2	3.4	6.9	69.8	-7.1
Cc1cc(N)n2ncc(-c3ccc(Cl)cc3)c2n1	-26.8	.	-6.4	-14.4	51.6	9.9	16.5	-5.6	54.7	-25.7
O=C(NCC1CCCO1)C1CCC(CNS(=O)(=O)c2ccccc2)CC1 (configuration not stated)	-95.2	.	-1.0	-22.9	92.1	16.3	-9.4	1.2	90.4	-13.0
CN(c1ccccc1)S(=O)(=O)c1ccc(Cl)c(C(=O)Nc2ccc(-c3nc4ccccc4[nH]3)cc2)c1	-26.9	-11.1	-2.1	.	33.1	2.9	20.7	4.1	33.0	4.4
O=C(N/N=C/c1cn(-c2cccs2)nc1-c1ccccc1)c1ccccc1O	-15.3	-1.8	-4.7	.	16.0	20.1	6.4	0.2	19.7	2.8
CCC1=Nc2ccccc2NC2=C1C(=O)CCC2	-27.7	0.5	-3.5	15.6	84.5	7.3	7.6	9.7	83.2	-8.8
COc1ccc(-c2nc(=S)c3c(n2CCN2CCOCC2)CC(C)(C)OC3)cc1	-15.5	0.2	-1.5	-24.0	90.9	25.0	11.0	2.6	83.2	0.9
COCCn1c(C)cc(C(=O)CSc2ncn[nH]2)c1C	-32.5	0.2	-2.0	11.9	101.9	9.3	0.3	-2.1	92.9	-12.3
Cc1ccc(S(=O)(=O)N(C)C)cc1NC(=O)CN1C(=O)NC2(CCCc3ccccc32)C1=O (configuration not stated)	-29.8	-5.0	-1.5	.	87.8	5.5	-8.3	1.6	86.0	-1.3
COc1cccc(NC(=O)CSc2nnc(CNC(=O)c3ccccc3)n2C)c1	-1.7	-1.0	-1.8	-0.4	95.1	6.5	7.6	6.1	91.8	-12.4
COc1ccc(-c2csc(-c3cc4ccccc4oc3=N)n2)cc1	-26.3	-15.0	1.1	.	90.5	2.6	14.6	9.4	89.8	-2.4
O=C(OCCN1CCCC1=O)c1cc(F)c(F)c(F)c1F	-6.3	-4.6	-2.6	9.3	100.5	4.9	4.7	1.1	95.5	-2.5
O=C1/C(=C/Nc2ccc3c(c2)OCO3)CCc2ccccc21	-26.4	-0.6	-2.4	.	57.5	16.3	19.9	1.2	52.0	-19.0
CCc1nnc(NC(=O)CN2C(=O)CCC2=O)s1	-26.5	-2.9	-2.1	-18.6	98.2	15.1	4.8	3.4	93.5	-0.6
COc1cc2c(C(=O)NCCCN3CCN(c4cccc(Cl)c4)CC3)cn(C)c(=O)c2cc1OC	-30.0	.	-6.0	-10.8	76.2	3.7	-0.2	-0.3	73.4	-15.5
COc1ccc(S(=O)(=O)/N=C2/NC(=O)/C(=C/c3ccco3)S2)cc1	-19.6	-5.2	-0.8	2.8	99.9	6.5	3.3	5.3	95.7	-3.5
COC(=O)Oc1ccc(/C=N/NC(=O)CSCc2ccccc2Br)cc1OC	-53.0	0.3	-0.1	9.1	68.7	11.1	16.1	2.1	66.0	-8.3

Given with bars between the fields: 10 of the compounds above.
SMILES | Yeast growth inh | Phagocyt inh | MRP1 act | E-sel TNF inh | PTEN del growth | Measles CPE | GALR2 blocker | NPY-Y2 antag | bCat KO growth | Yeast life ext
COCCn1c(C)cc(C(=O)CSc2ncn[nH]2)c1C | -32.5 | 0.2 | -2.0 | 11.9 | 101.9 | 9.3 | 0.3 | -2.1 | 92.9 | -12.3
Cc1ccc(S(=O)(=O)N(C)C)cc1NC(=O)CN1C(=O)NC2(CCCc3ccccc32)C1=O (configuration not stated) | -29.8 | -5.0 | -1.5 | . | 87.8 | 5.5 | -8.3 | 1.6 | 86.0 | -1.3
COc1cccc(NC(=O)CSc2nnc(CNC(=O)c3ccccc3)n2C)c1 | -1.7 | -1.0 | -1.8 | -0.4 | 95.1 | 6.5 | 7.6 | 6.1 | 91.8 | -12.4
COc1ccc(-c2csc(-c3cc4ccccc4oc3=N)n2)cc1 | -26.3 | -15.0 | 1.1 | . | 90.5 | 2.6 | 14.6 | 9.4 | 89.8 | -2.4
O=C(OCCN1CCCC1=O)c1cc(F)c(F)c(F)c1F | -6.3 | -4.6 | -2.6 | 9.3 | 100.5 | 4.9 | 4.7 | 1.1 | 95.5 | -2.5
O=C1/C(=C/Nc2ccc3c(c2)OCO3)CCc2ccccc21 | -26.4 | -0.6 | -2.4 | . | 57.5 | 16.3 | 19.9 | 1.2 | 52.0 | -19.0
CCc1nnc(NC(=O)CN2C(=O)CCC2=O)s1 | -26.5 | -2.9 | -2.1 | -18.6 | 98.2 | 15.1 | 4.8 | 3.4 | 93.5 | -0.6
COc1cc2c(C(=O)NCCCN3CCN(c4cccc(Cl)c4)CC3)cn(C)c(=O)c2cc1OC | -30.0 | . | -6.0 | -10.8 | 76.2 | 3.7 | -0.2 | -0.3 | 73.4 | -15.5
COc1ccc(S(=O)(=O)/N=C2/NC(=O)/C(=C/c3ccco3)S2)cc1 | -19.6 | -5.2 | -0.8 | 2.8 | 99.9 | 6.5 | 3.3 | 5.3 | 95.7 | -3.5
COC(=O)Oc1ccc(/C=N/NC(=O)CSCc2ccccc2Br)cc1OC | -53.0 | 0.3 | -0.1 | 9.1 | 68.7 | 11.1 | 16.1 | 2.1 | 66.0 | -8.3

New compounds follow
SMILES	Yeast growth inh	Phagocyt inh	MRP1 act	E-sel TNF inh	PTEN del growth	Measles CPE	GALR2 blocker	NPY-Y2 antag	bCat KO growth	Yeast life ext
Cc1ccc(OCC(=O)N/N=C\c2cn(Cc3ccccc3)c3ccccc23)cc1C	20.8	-8.5	-3.0	-2.7	96.8	6.0	10.1	0.7	99.6	-4.0
COc1ccccc1C(=O)Nc1ccc(Oc2nnc(-c3ccc(C)cc3)c3ccccc23)cc1	-30.3	-6.6	0.6	1.5	70.3	7.3	0.2	-0.8	87.8	-1.6
CCOC(=O)N1CCN(c2cc(C)c(C(C)=O)cc2F)CC1	-16.4	0.5	1.1	11.1	102.0	1.7	11.5	3.4	106.3	-8.3
CC(C)(C)Sc1ccc(N)nc1	-85.1	.	1.0	11.0	118.0	4.2	-1.7	3.7	106.9	1.0
Cc1ccc(-n2cccc2C(=S)N=P(N(C)C)(N(C)C)N(C)C)cc1	-23.9	0.1	-2.2	-9.9	40.1	12.1	6.5	2.0	37.1	-5.6
COCCN(C(=O)C1CC1)c1nnc(-c2ccc(C)cc2)s1	-7.7	.	-1.0	31.8	96.6	7.4	19.2	3.8	101.1	-31.4
CCOc1ccc2nc(N3CCC(C(=O)Nc4nnc(CC)s4)CC3)sc2c1	-20.9	1.9	-1.1	14.0	99.1	2.2	-4.9	-1.2	97.1	-5.0
O=C(CCCc1ccccc1)Nc1cccnc1	-22.4	-1.2	-0.5	5.1	87.0	3.3	4.6	-0.3	90.7	-8.4
O=C1c2ccccc2-c2onc3ccc(NCCCn4ccnc4)c1c23	-44.4	-1.6	-7.6	-41.2	10.8	6.6	-9.5	33.6*	10.5	79.7*
CN(C)CCNc1oc(/C=C/c2ccccc2)nc1C#N	-6.5	-4.8	-1.3	.	89.7	3.4	-13.8	2.3	83.0	-1.5
CCOc1cc(C(=O)CSc2nnc(CNc3ccc(Cl)cc3)o2)ccc1NC(=O)CC	-43.2	-1.2	-1.5	2.9	44.3	6.2	26.9	7.2	80.6	-6.7
Cc1ccc(C(C(=O)NC2CCCCC2)N(CC2CCCO2)C(=O)CNC(=O)c2cccs2)cc1 (configuration not stated)	-19.6	.	-2.1	.	88.3	15.8	5.5	-0.7	98.2	-14.7
